EBI2 block = antagonists of human EBI2 receptor; AID 651636; P32249; 360,000 tested, 0.81% active; EBI2 beta-arrestin recruitment, luminescence, 7a,25-OHC stimulated; inhibition, % at 5 µM; in the data active = inhibition above about 38%;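 also: enzyme fragment complementation signal reports receptor beta-arrestin coupling in cells; 0% = agonist plus DMSO wells and 100% = wells without agonist; some results beyond the cut were filed as inactive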
Target sequence (P32249 whole entry, looked up, the tested form may be a part): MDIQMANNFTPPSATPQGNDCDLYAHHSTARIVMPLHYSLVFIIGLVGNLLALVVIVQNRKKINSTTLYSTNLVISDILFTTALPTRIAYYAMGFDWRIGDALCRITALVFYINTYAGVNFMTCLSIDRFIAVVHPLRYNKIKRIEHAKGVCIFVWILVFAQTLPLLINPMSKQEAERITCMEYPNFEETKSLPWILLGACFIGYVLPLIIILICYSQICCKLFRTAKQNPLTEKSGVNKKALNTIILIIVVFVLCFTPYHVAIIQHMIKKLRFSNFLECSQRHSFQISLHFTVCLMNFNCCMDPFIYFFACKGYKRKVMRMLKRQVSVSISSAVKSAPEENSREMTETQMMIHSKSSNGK
Mdm2-MdmX inh = human Mdm2/MdmX binding inhibition; inhibition, % at 8 µM; O15151+Q00987; SaOS-2 split-luciferase Mdm2/MdmX complementation, luminescence; 330,000 tested, 3% active;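 active = inhibition of at least 50% at 8 µM in the primary screen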
CCR6 antag = CCR6 (human) receptor antagonism; CHO-K1 CCR6 PathHunter beta-arrestin, luminescence, CCL20-stimulated; AID 493098; 340,000 tested, 0.49% active; inhibition, % at 20 µM; P51684;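 active = compounds whose inhibition of the agonist-driven luminescence signal at 20 µM reaches about 50%, limit read from the data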;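 also: cells stimulated with CCL20 at 14 nM final; plate controls were DMSO with CCL20 for no effect and DMSO without agonist for full effect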
Target sequence (P51684 whole entry, looked up): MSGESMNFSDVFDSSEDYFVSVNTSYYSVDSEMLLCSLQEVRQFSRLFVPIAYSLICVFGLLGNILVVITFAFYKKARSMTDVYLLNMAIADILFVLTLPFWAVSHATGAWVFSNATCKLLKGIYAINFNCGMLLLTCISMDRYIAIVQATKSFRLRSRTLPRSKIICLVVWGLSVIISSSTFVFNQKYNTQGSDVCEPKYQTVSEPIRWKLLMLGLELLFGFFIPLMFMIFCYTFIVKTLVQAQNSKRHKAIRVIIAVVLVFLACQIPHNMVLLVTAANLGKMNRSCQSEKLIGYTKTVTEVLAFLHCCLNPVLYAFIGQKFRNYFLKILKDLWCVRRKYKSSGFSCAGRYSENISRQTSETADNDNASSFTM
UPR XBP1 act = activators of adaptive arm of unfolded protein response (XBP1); CHO-XBP1 luciferase reporter, IRE1-XBP1 UPR activation, luminescence; percent of tunicamycin response, DMSO as zero; 330,000 tested, 0.33% active; AID 463104; activation, % at 20 µM;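 active = versus positive control, 20 µM dose yields 30% or more activation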;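 also: 100% = tunicamycin at 10 µg/mL and 0% = DMSO only wells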
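Material: CHO-XBP1 cells stably carrying IRE1-XBP1-driven luciferase reporter | Medium: F12 with 10% serum | Compound dosing: 20 µM single concentration, DMSO 1% | Incubation: Overnight seeding at 37 °C, 6 h compound treatment at 37 °C | Detection: Steady-Glo luminescence read | Read-out basis: % activation of reporter signal versus tunicamycin and DMSO controls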
697 NFkB inh = inhibitors of the PMA/ionomycin-induced NF-kB reporter in 697 B cells. 330,000 tested, 0.33% active. 697 B-cell NF-kB luciferase reporter, 16 h. AID 435022. inhibition, % at 4 µM; in the data active = inhibition above about 35%
UPR CHOP act = activators of apoptotic arm of unfolded protein response (CHOP) | CHO-CHOP luciferase reporter, UPR activation, luminescence; percent of tunicamycin response over DMSO baseline | activation, % at 10 µM | 330,000 tested, 0.34% active;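 active = at 10 µM dose, activation of 40% or more, normalized to positive control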;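 also: 100% = tunicamycin at 10 µg/mL and 0% = DMSO alone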
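assay system = CHO CHOP reporter cells | amount = 500 CHO-CHOP cells per well | buffer or medium = F12 with 10% FBS | incubation = 16-18 h cell attachment, then 6 h compound exposure, 37 °C | detection = luminescence read with Steady-Glo | read-out = percent activation relative to tunicamycin control | controls = tunicamycin high control, DMSO low control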
CXCR6 block = inhibitors of human CXCR6 receptor; O00574; CHO-K1 PathHunter CXCR6 beta-arrestin, luminescence; inhibition, % at 20 µM; 360,000 tested, 0.36% active; AID 602244; in the data active = inhibition above about 34%, passing the limit was not always enough;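 also: antagonist mode with CXCL16 agonist at 10 nM final; 0% = 10 nM CXCL16 with DMSO and 100% = unstimulated wells without agonist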
Jurkat NFkB inh = inhibitors of the PMA/ionomycin-induced NF-kB reporter in Jurkat cells. PMA/ionomycin-induced NF-kB luciferase reporter, luminescence. inhibition, % at 4 µM. 330,000 tested, 0.53% active. AID 435003; in the data active = inhibition above about 50%
Gli-Sufu antag = blocks Gli-Sufu signaling in a luciferase reporter; 340,000 tested, 0.74% active; inhibition, % at 5 µM; AID 588413; Sufu-KO-LIGHT fibroblasts, Gli luciferase reporter luminescence;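 active = inhibition above about 55%, limit read from the data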;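 also: 0% = DMSO-treated cells and 100% = wells with medium but no cells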
Active calls of the source: *; . = not tested or not shown. The order is random; about 5% have a hit in one of these screens.

SMILES	EBI2 block	Mdm2-MdmX inh	CCR6 antag	UPR XBP1 act	697 NFkB inh	UPR CHOP act	CXCR6 block	Jurkat NFkB inh	Gli-Sufu antag
Cc1ccc2c(c1)-n1c(nc3cc(F)ccc3c1=O)C(Cc1ccccc1)NC2=O (stereo unspecified)	.	5	.	1	1	0.8	.	9	.
Cc1ccc(N/C(N)=N/c2nc(C(F)(F)F)cc(C(F)(F)F)n2)cc1	20	-21	1	1	7	1.6	7	5	4
CCS(=O)(=O)N1CCN(c2ccccc2F)CC1	-4	25	-4	0	-6	0.6	-2	10	5
Cc1ccc(N(CC(=O)NC2CCCC2)C(=O)CCC(=O)Nc2nccs2)c(C)c1	15	-9	3	-10	-3	-1.8	6	-11	33
CCOC(=O)N1CCN(C(=O)C2CCN(Cc3nc(-c4ccccc4C)oc3C)CC2)CC1	0	19	0	-1	3	-0.4	0	11	4
COc1ccc(-c2nc(-c3ccncc3)no2)cc1	-8	.	8	.	.	.	8	.	-97
CCOC(=O)C1C(c2cccc([N+](=O)[O-])c2)C2C(=O)NN=C2CC1(C)O (stereo unspecified)	6	8	9	-1	22	-1.6	3	-3	-1
O=C(NCCCn1ccnc1)/C(=C\c1cccnc1)NC(=O)c1ccccc1Br	-14	-4	1	-2	0	-0.8	-1	10	-5
CC(=O)c1ccccc1NC(=O)COC(=O)Cc1cccc(C(F)(F)F)c1	2	-21	1	-1	-12	-1.3	4	-3	0
Cc1ccc(S(=O)(=O)NCC2CCC(C(=O)N3CCN(C)CC3)CC2)cc1 (stereo unspecified)	-5	1	1	-6	-8	0.4	0	-15	7
Cc1ccc(NC(=O)CSc2nnc3ccc(-c4ccncc4)nn23)cc1	-15	11	0	1	-7	-1.3	1	6	-8
COCCNC(=O)C1Cc2c(ccc3ccccc23)O1 (stereo unspecified)	-8	5	-2	1	1	4.2	-10	-2	-4
Cc1ccc(C)c(C(=O)CN2C(=O)c3ccccc3S2(=O)=O)c1	5	68*	23	-3	-48	-0.8	1	-14	27
CCCCn1c(N)c(N(CC)C(=O)c2ccc([N+](=O)[O-])c(C)c2)c(=O)[nH]c1=O	16	2	2	0	21	-0.1	2	-11	-5
CN1CCN(Cc2c(C#N)c3ccccc3n2C)CC1	-9	1	-10	-3	-2	-0.4	-7	-3	8
S=C1NCCNC(=S)NCCOCCOCCOCCN1	-8	-17	18	7	-20	-0.5	-8	-17	-9
CCc1cc(=O)oc2c(C)c(OCC(=O)NCCCN3CCOCC3)ccc12	0	12	7	-1	-20	-2.6	2	-7	43
CCn1c2c(c3cc(Br)ccc31)CCC/C2=N\O	-13	30	9	0	-3	-2.0	-8	3	0
O=C1OC(CN(Cc2ccccc2)Cc2ccccc2)CN1N=Cc1ccc([N+](=O)[O-])o1 (stereo unspecified)	35	.	17	.	.	.	7	.	10
COc1ccccc1/C(O)=C(\C#N)c1nc2ccccc2[nH]1	-3	12	4	0	-1	0.9	-3	5	-50
CCc1ccc(-c2cc(C)no2)cc1S(=O)(=O)NCCCN1CCN(c2ccccc2)CC1	19	48	41	1	-39	1.3	10	29	50
Cc1ccc(NC(=O)CN2C(=O)N/C(=C/c3ccco3)C2=O)cc1	4	17	6	7	8	1.2	5	-9	-9
CCC(C)(C)NC(=O)CN(Cc1ccc2c(c1)OCO2)C(=O)CCC(=O)Nc1cc(C)ccn1	5	13	15	-1	2	2.0	12	-16	9
Cc1cccc(C(=O)NCCc2ccc(S(N)(=O)=O)cc2)c1[N+](=O)[O-]	-9	-11	-9	0	13	1.5	5	7	-4

Record cards (already shown).
Cc1ccc(C)c(C(=O)CN2C(=O)c3ccccc3S2(=O)=O)c1 is listed with EBI2 block: 5; Mdm2-MdmX inh: 68*; CCR6 antag: 23; UPR XBP1 act: -3; 697 NFkB inh: -48; UPR CHOP act: -0.8; CXCR6 block: 1; Jurkat NFkB inh: -14; Gli-Sufu antag: 27
O=C1OC(CN(Cc2ccccc2)Cc2ccccc2)CN1N=Cc1ccc([N+](=O)[O-])o1 (stereo unspecified) is listed with EBI2 block: 35; Mdm2-MdmX inh: .; CCR6 antag: 17; UPR XBP1 act: .; 697 NFkB inh: .; UPR CHOP act: .; CXCR6 block: 7; Jurkat NFkB inh: .; Gli-Sufu antag: 10
CCc1cc(=O)oc2c(C)c(OCC(=O)NCCCN3CCOCC3)ccc12 is listed with EBI2 block: 0; Mdm2-MdmX inh: 12; CCR6 antag: 7; UPR XBP1 act: -1; 697 NFkB inh: -20; UPR CHOP act: -2.6; CXCR6 block: 2; Jurkat NFkB inh: -7; Gli-Sufu antag: 43

Structures above printed as active in Mdm2-MdmX inh.
canonical_smiles	EBI2 block	Mdm2-MdmX inh	CCR6 antag	697 NFkB inh	CXCR6 block	Jurkat NFkB inh
Cc1ccc(C)c(C(=O)CN2C(=O)c3ccccc3S2(=O)=O)c1	5	68*	23	-48	1	-14

(continued)
SMILES	EBI2 block	Mdm2-MdmX inh	CCR6 antag	UPR XBP1 act	697 NFkB inh	UPR CHOP act	CXCR6 block	Jurkat NFkB inh	Gli-Sufu antag
O=C(NNC1=NCCC1)c1cccc(Br)c1	-9	-11	8	2	20	0.2	-2	-8	-6
C=CCn1c(NCc2c[nH]c3ccccc23)nc2ccccc21	2	-6	10	-1	-22	1.3	-7	-7	10
c1ccc(Cn2c(Sc3nnnn3-c3ccccc3)nnc2-c2ccccc2)cc1	-5	20	2	-5	-45	-0.7	1	-20	14
COC(=O)C1=NNC2(c3ccc(C)cc3)C(=O)N(c3ccc(C)cc3)C(=O)C12 (stereo unspecified)	6	0	-2	-2	7	-2.3	1	-1	-26
Clc1ccccc1OCCN1CCC(Cc2ccccc2)CC1	-1	28	22	2	12	4.5	-7	2	-11
O=C(Cn1cnc2ccccc2c1=O)Nc1ccc(S(=O)(=O)N2CCCC2)cc1	-1	-14	2	1	10	-0.5	2	4	1
COc1ccccc1OCCNC(=O)C(c1ccccc1)c1ccccc1	8	-6	-3	-5	-31	-0.5	5	-12	3
Cc1c(NC2=C(Cl)C(=O)N(c3ccccc3Cl)C2=O)c(=O)n(-c2ccccc2)n1C	4	9	11	-2	2	1.9	-4	-13	-2
Cc1ccc(C)c(NC(=O)C(=O)NCCc2c[nH]c3ccccc23)c1	20	13	4	-1	5	-0.2	-5	4	7
COc1ccc(NC(=O)CN(C)C(=O)C2CC(=O)N(Cc3ccc(C)cc3)C2)cc1 (stereo unspecified)	0	23	-2	0	21	0.2	-2	-8	-11
CCN(CC)CCCNC(=O)C1c2ccccc2Oc2ccccc21	-13	17	5	-3	-3	-0.8	1	-3	1
Cc1nc(NCc2cccnc2)c2c3c(sc2n1)CCCC3	3	-37	3	-1	-54	0.7	6	-29	10
CCOC(=O)c1cc(-c2csc(COc3ccccc3)n2)on1	10	29	-6	1	5	2.2	17	1	1
Cc1ccc(/C=C/C(=O)Nc2cccnc2)o1	3	2	18	0	17	1.9	3	6	-18
C=C(CCO)C1=CCN(S(=O)C(C)(C)C)[C@@H]1CCO (stereo partly specified)	-6	.	3	.	.	.	5	.	-1
N#CC1=C(N)OC2=C(C(=O)CCC2)C1c1cc2c(cc1Cl)OCO2 (stereo unspecified)	8	9	1	-3	-10	2.3	-10	-1	1
O=C(Nc1nc2n(n1)C(c1ccc(F)cc1)CC(c1ccccc1)N2)c1ccco1 (stereo unspecified)	-8	-10	1	-2	6	1.7	6	-11	5
O=C(Nc1ccccc1)Nc1ccccc1-n1ccnc1	2	6	-34	-2	-13	-0.5	-15	-6	0
COCCNC(=O)c1cc2nc(-c3ccc(F)cc3)cc(C(F)(F)F)n2n1	-4	-1	-2	2	9	0.9	-10	9	37
COc1ccc(/C(O)=C2/C(=O)C(=O)N(CCN(C)C)C2c2ccc(C)cc2)cc1Cl (stereo unspecified)	-1	24	-4	0	-25	-1.0	-39	-10	0
CC(C)(C)S(=O)N1Cc2ccc(CO)cc2[C@H]1CCO (stereo partly specified)	-8	.	-8	.	.	.	8	.	3
Cc1ccc(C(=O)N2c3ccccc3N(Cc3ccccc3)C(=O)C2(C)C)cc1	21	-20	33	-6	-20	-2.0	13	10	18
CCNC(=O)CC1C(=O)N(c2ccc(C)cc2)C(=O)N1CCc1ccc(OC)c(OC)c1 (stereo unspecified)	3	16	-4	-1	16	1.1	-6	-7	-2
O=S(=O)(NCC(c1cccnc1)N1CCN(c2ccc(F)cc2)CC1)c1ccc(F)cc1 (stereo unspecified)	-4	0	-4	0	-6	1.1	8	7	-3

6 entries out of the list above, arranged by the value under EBI2 block, rising:
compound	EBI2 block	Mdm2-MdmX inh	CCR6 antag	697 NFkB inh	CXCR6 block	Jurkat NFkB inh
O=C(Nc1nc2n(n1)C(c1ccc(F)cc1)CC(c1ccccc1)N2)c1ccco1 (stereo unspecified)	-8	-10	1	6	6	-11
COCCNC(=O)c1cc2nc(-c3ccc(F)cc3)cc(C(F)(F)F)n2n1	-4	-1	-2	9	-10	9
COc1ccc(/C(O)=C2/C(=O)C(=O)N(CCN(C)C)C2c2ccc(C)cc2)cc1Cl (stereo unspecified)	-1	24	-4	-25	-39	-10
O=C(Nc1ccccc1)Nc1ccccc1-n1ccnc1	2	6	-34	-13	-15	-6
Cc1ccc(/C=C/C(=O)Nc2cccnc2)o1	3	2	18	17	3	6
CCOC(=O)c1cc(-c2csc(COc3ccccc3)n2)on1	10	29	-6	5	17	1

Next section.
SMILES	EBI2 block	Mdm2-MdmX inh	CCR6 antag	UPR XBP1 act	697 NFkB inh	UPR CHOP act	CXCR6 block	Jurkat NFkB inh	Gli-Sufu antag
Cc1ccc(S(=O)(=O)N2CCCCC2C(=O)NCc2ccco2)cc1 (stereo unspecified)	-4	4	7	-1	-13	-1.7	4	-9	52
CN(C)C(CNC(=O)c1cc(S(=O)(=O)N2CCOCC2)ccc1Cl)c1cccs1 (stereo unspecified)	-12	.	2	.	.	.	-3	.	0
N#Cc1ccccc1CSc1ccc(-c2nc3ccccc3[nH]2)cn1	10	-8	-3	-1	-59	4.1	-10	-37	-14
CC(C)=CCCC(C)CCO (stereo unspecified)	-8	8	-2	1	5	2.9	5	-3	-3
CN(C)CCCNc1oc(-c2ccccc2)nc1C#N	-11	30	6	-5	25	-0.8	-4	0	13
CCC1=NN(C(=O)c2cccc(Br)c2)C(O)(c2ccc(Br)cc2)C1 (stereo unspecified)	13	42	56*	-2	-10	-0.8	32	-2	37
Cc1ccc2c(C)c(C(=O)N3CCN(Cc4ccc5c(c4)OCO5)CC3)oc2c1C	44*	-28	-4	0	-21	4.4	0	-12	24
O=C1NNC(c2ccccc2)=N/C1=C\c1ccccc1Cl	-1	.	5	.	.	.	-14	.	-15

Screening results (PubChem BioAssay)
